Bioassay records (PubChem)
Chronic BCR inh = qHTS Assay to Find Inhibitors of Chronic Active B-Cell Receptor Signaling; hit rate 0.05% among 340,000; Potency, µM (top dose mostly 46.1 µM), inactives show at the highest dose ratio change, negative = lower green/red ratio, most hits filed as inhibitors; AID 493014, 2011; ABC-DLBCL IkBa-CBG/CBR reporter, luminescence ratio, 4 h; active = well fitted inhibition curve with a large enough effect in the signal ratio, with a control signal flat, not every such curve was filed as active; inconclusive = small, poorly fitted or top-dose-only effect, or effect the other way, or a change in a side signal; the % refers to the signal ratio;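 also: potency is read from the fitted curve at half-maximal effect; plate controls were basal doxycycline-induced cells for no effect and cells given 10 µM MG132 for full effect; MG132 reads +100%, hits lower the ratio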
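Concentration-response series (up to 46 uM) were applied to TMD8 dual-reporter cells for 4 h at 37C with doxycycline. Green/red ratio, after filter-overlap correction, defined %Activity; red signal alone was normalised to basal cells and zero luminescence.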
USP2a block = qHTS Assay for Inhibitors of Ubiquitin-specific Protease USP2a Using CHOP2 as the Reporter. hit rate 0.01% among 330,000. USP2 core, Ub-CHOP2 coupled fluorogenic reporter, 485/531. Ubiquitin carboxyl-terminal hydrolase 2 (Homo sapiens), O75604. Potency, µM (top dose mostly 38.3 µM), for the others: at the top dose activity change, negative = inhibition, actives largely listed as inhibitors;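 also: potency is read from the fitted curve at half-maximal effect; plate controls were DMSO wells for no effect and full inhibition by NEM control for full effect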
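USP2 core (10nM final) preincubated 30min RT with compound in 20mM Tris-HCl pH 8.0, 2mM CaCl2, 2mM beta-mercaptoethanol, 0.05% CHAPS; 25nM Ub-CHOP2 plus 25nM reporter substrate added, fluorescence (Ex485/Em531) read after 60min.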
GALK inh = qHTS Assay for Inhibitors of Human Galactokinase (GALK); P51570; Purified GALK, Kinase-Glo residual ATP luminescence; Potency, µM (highest dose often 57.5 µM), for the others: at the highest dose activity change, negative = inhibition, actives largely listed as inhibitors; hit rate 0.007% among 270,000; also: potency is read from the fitted curve at half-maximal effect
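Kinase-Glo Plus luminescence measured ATP left after a 1 h room-temperature reaction. The reaction used 5 nM GALK, 100 uM galactose and 35 uM ATP at pH 8.0 (20 mM HEPES, 5 mM MgCl2, 60 mM NaCl, 1 mM DTT, 0.01% BSA).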
uPA generation = qHTS for Inhibitors of Cell Surface uPA Generation; cell surface uPA generation assay, qHTS; Potency, µM (top dose mostly 38.3 µM), without a hit: top-dose activity change, negative = inhibition, hits mostly inhibitors; AID 540303, 2011; hit rate 0.31% among 330,000; active = well fitted inhibition curve with a large enough effect; inconclusive = small, poorly fitted or top-dose-only effect; inactive = no such curve, though single readings can be large or run the other way; tested in mouse RAW 264.7 cells; also: potency is read from the fitted curve at half-maximal effect; nearly all actives have a fitted effect of over 55% in size
KCNH2 3.1 block = qHTS for Inhibitors of KCHN2 3.1: Mutant qHTS | Potassium voltage-gated channel subfamily H member 2, brain isoform KCNH2 3.1 (human) | U2OS KCNH2 3.1, thallium flux FluxOr; stronger effect = lower value | activity change, % (tested at about 1.8 µM) | hit rate 0.95% among 340,000;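 active = maximum activity change below -70%; inconclusive = maximum activity change from -70% to -50%; inactive = maximum activity change above -50%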;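 also: thallium influx rate constant from kinetic fluorescence after stimulation buffer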
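U2OS cells transduced with KCNH2 3.1 mutant virus (1.77 x 10^8 /mL, 4 h), plated overnight at 37 C, loaded 45 min with FluxOr dye plus Red40 quencher. Thallium flux rate constant from kinetic reads after stimulation buffer, normalised to controls.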
Eya2 inh = qHTS Assay for Inhibitors of the Phosphatase Activity of Eya2. Potency, µM (doses to about 76.9 µM), for inactives: top-dose activity, negative = inhibition, usual class: inhibitors. hit rate 0.006% among 330,000. recombinant Eya2, OMFP fluorescence dephosphorylation (OMFP is methylfluorescein phosphate). Protein phosphatase EYA2 (Homo sapiens), O00167; also: potency is read from the fitted curve at half-maximal effect
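Eya2 (0.2 uM) preincubated 10 min at ambient with compound, then OMFP substrate added at 50 uM; 10 min reaction in 50 mM HEPES pH 7.5, 50 mM NaCl, 5 uM MgCl2, 0.05% BSA, 1 mM DTT. Fluorescence read at Ex 485/Em 525 nm.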
B2AR arrestin = qHTS assay of beta-arrestin-biased ligands of beta2-adrenergic receptor; Beta-2 adrenergic receptor (Homo sapiens), P07550; beta-arrestin recruitment to beta2AR, cell-based reporter; Potency, µM (doses to about 46.1 µM), without a hit: at the top dose activation, actives largely listed as activators; hit rate 0.02% among 330,000; AID 492947, 2010;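 also: potency is read from the fitted curve at half-maximal effect; 0% = DMSO controls and full agonism = EC100 isoproterenol or metaproterenol; nearly all actives have a fitted effect of over 65% in size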
Target sequence (P07550 whole entry, looked up): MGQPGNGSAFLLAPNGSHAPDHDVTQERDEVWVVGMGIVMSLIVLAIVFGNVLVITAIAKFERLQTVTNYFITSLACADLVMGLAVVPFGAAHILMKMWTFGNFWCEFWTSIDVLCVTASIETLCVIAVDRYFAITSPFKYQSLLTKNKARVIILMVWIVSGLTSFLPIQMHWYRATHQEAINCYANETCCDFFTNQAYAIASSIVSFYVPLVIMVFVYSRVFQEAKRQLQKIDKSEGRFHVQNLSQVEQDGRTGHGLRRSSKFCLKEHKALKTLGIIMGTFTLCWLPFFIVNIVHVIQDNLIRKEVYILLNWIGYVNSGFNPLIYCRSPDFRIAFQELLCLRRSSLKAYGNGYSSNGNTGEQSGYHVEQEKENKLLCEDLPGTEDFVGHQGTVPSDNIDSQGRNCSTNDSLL
Giardia killer = Small Molecules that selectively kill Giardia lamblia: qHTS; Giardia lamblia trophozoite viability; activity change, % at 7.66 µM, hits read low; hit rate 0.15% among 340,000; AID 540267, 2011; in the data active = activity change below about -80%; inconclusive = between about -30% and that limit;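 also: parasites exposed to compound for two days anaerobically before the ATP read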
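ATP-content bioluminescence gauges trophozoite survival. Cells (100/well) receive compound and incubate anaerobically for 48 hrs at 37 deg C; detection reagent follows for 15-30 min at room temperature.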
FBPA coupling cs = qHTS Assay for Inhibitors of Fructose-1,6-bisphosphate Aldolase from Giardia Lamblia: Coupling assay counterscreen | coupling enzyme system counterscreen, AmpLite Red fluorescence | activity change, negative = inhibition, % at 58.2 µM, hits read low | hit rate 0.67% among 290,000; in the data active = activity change below about -30%
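Counterscreen of the coupled detection system alone, without aldolase: glyceraldehyde-3-phosphate coupling enzymes plus AmpLite Red readout. Compounds at 57.5 uM final, 10 min RT preincubation, 20 min RT reaction, fluorescence 525/598 nm.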
KCNH2 WT inh = qHTS for Inhibitors of KCHN2 3.1: Wildtype qHTS; hit rate 0.37% among 340,000; Voltage-gated inwardly rectifying potassium channel KCNH2 (Homo sapiens), Q12809; AID 720551, 2013; activity change, % at 1.84 µM; U2OS, BacMam KCNH2, thallium flux FluxOr; stronger effect = lower value;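 active = maximum activity change below -70%; inconclusive = maximum activity change between -70% and -50%; inactive = maximum activity change above -50%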
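U2OS cells were transduced with wild-type KCNH2 virus (2.03 x 10^8 / mL) for 4 h at room temperature, then cultured overnight at 37 C. Thallium flux was read with FluxOr dye. Rate constants were normalized to DMSO controls.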
PKM2 act = qHTS Assay for Activators of Human Muscle isoform 2 Pyruvate Kinase | AID 1631, 2009 | Potency, µM (doses to about 57.5 µM), for inactives: at the top dose activation, actives largely listed as activators | hit rate 0.34% among 260,000 | purified PKM2, Kinase-Glo ATP luminescence, activation; response scale: 0% is enzyme alone, no compound | Pyruvate kinase PKM (Homo sapiens), P14618; also: potency is read from the fitted curve at half-maximal effect; nearly all actives have a fitted effect of over 55% in size
Target sequence (P14618 whole entry, looked up, canonical isoform): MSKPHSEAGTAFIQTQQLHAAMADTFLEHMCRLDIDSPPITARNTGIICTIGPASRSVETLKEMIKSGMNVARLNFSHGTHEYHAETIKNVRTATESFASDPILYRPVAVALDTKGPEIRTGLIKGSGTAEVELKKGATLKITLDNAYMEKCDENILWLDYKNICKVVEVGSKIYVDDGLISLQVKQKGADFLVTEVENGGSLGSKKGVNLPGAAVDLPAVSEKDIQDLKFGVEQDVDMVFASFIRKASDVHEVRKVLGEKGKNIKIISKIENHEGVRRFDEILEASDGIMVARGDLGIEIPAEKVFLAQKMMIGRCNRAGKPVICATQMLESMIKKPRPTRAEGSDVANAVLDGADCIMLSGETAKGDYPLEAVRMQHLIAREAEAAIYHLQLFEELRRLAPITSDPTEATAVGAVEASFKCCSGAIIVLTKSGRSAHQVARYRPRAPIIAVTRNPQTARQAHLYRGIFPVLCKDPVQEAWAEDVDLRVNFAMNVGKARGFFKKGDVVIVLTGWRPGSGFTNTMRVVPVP
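Purified hPK-M2 (>95% pure) converted ADP (0.1 mM final) to ATP with 0.5 mM PEP in 50 mM imidazole pH7.2, KCl, MgCl2, Tween 20, BSA; 1 h at room temperature. ATP detected by Kinase-Glo luminescence.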
Active calls of the source: *; i = inactive; ? = inconclusive; . = no result given; [ ] = remark or other dose. Unless noted, calls follow the shape of the dose curve; as a rule, active = well fitted curve in the direction sought with a large enough effect; inconclusive = small, poorly fitted or top-dose-only effect, or another doubt; inactive = no such curve, though single readings can be large; an effect the other way counts as inactive or inconclusive. Unless noted, % is scaled to controls: 0 for no effect and ±100 for the full control effect.

SMILES	Chronic BCR inh	USP2a block	GALK inh	uPA generation	KCNH2 3.1 block	Eya2 inh	B2AR arrestin	Giardia killer	FBPA coupling cs	KCNH2 WT inh	PKM2 act
COc1ccccc1CCn1c(N)cc(=O)[nH]c1=O	5%	-1%	0%	-20%	1	-1%	-0.8%	-7	4	3	.
Cc1ccc(C)n1NC(=O)c1cccc(Cl)c1	0%	4%	1%	3%	-3	9%	0.1%	-3	0	-4	-1%
COC(=O)c1ccc(C)c(NC(=O)CCSc2ccc(C)cc2)c1	0%	4%	-6%	4%	16	0%	0.0%	-11	3	-2	1%
COC(=O)c1c(NC(=O)/C=C/c2ccco2)sc2c1CCC2	1%	2%	1%	-3%	-11	1%	-0.6%	-5	0	30	6%
O=C1c2cccc3cccc(c23)N1CN1CCN(c2ccccn2)CC1	-4%	-1%	-1%	-4%	-1	-14%	-0.2%	-18	1	-7	-1%
CCOc1ccc(NS(=O)(=O)c2ccc3c(c2)CCN3C(=O)CCC(=O)O)cc1	1%	2%	-4%	.	-7	-15%	-0.3%	11	5	2	1%
Cc1cccc(S(=O)(=O)Nc2ccc3c(c2)OCCO3)c1	1%	2%	0%	-2%	-16	-4%	8.8%	9	3	.	-1%
Cc1cc(Nc2ccc(Br)cc2)nc(-c2ccccc2O)n1	15%	-1%	4%	26%	17	10%	-0.3%	10	-1	-3	0%[11.5 µM]
O=C(NC1CCCCC1)N1CCN(S(=O)(=O)c2ccc(F)cc2)CC1	0%	-4%	0%	-4%	34	2%	-0.4%	-8	1	-3	0%
Cc1ccc(C(=O)N(C)c2nnc(-c3ccncc3)s2)cc1	?	4%	4%	1%	-17	14%	-1.0%	-4	3	1	-4%
CC(=O)Nc1cc(C(=O)N2CCCC2)ccc1Sc1ccc(C)cc1	-13%	6%	3%	.	-19	-6%	-0.4%	1	3	-15	6%
O=C1N(Cc2cccc(Cl)c2)C[C@@H]2C[C@@H](c3ccco3)N3CCC[C@@]123	-17%	1%	2%	2%	-7	4%	-1.0%	28	-2	i	-3%
COc1ccc(NC(=O)COC(=O)Cc2ccsc2)c(OC)c1	5%	-1%	.	-1%	7	-8%	-0.6%	1	.	-4	.
O=C1OC(c2ccc(Cl)cc2)=N/C1=C\C=C\c1ccco1	?	-3%	13%	17%	1	7%	0.6%	-4	1	-10	?
O=C(CN(c1cccc([N+](=O)[O-])c1)S(=O)(=O)c1ccccc1)NCc1ccccc1	-4%	6%	-4%	2%	-13	-7%	-1.1%	4	1	15	0%
CCCCn1c(SCC(=O)NC(C)(C)C)nnc1-c1ccco1	8%	-1%	2%	.	-1	-38%	-0.6%	-10	0	-8	-2%
O=C(CCc1nnc(CCC2CCCCC2)o1)NCCc1cccnc1	-2%	-1%	2%	-2%	13	-2%	0.3%	3	2	-11	-4%
CN(C)S(=O)(=O)c1cccc(NC(=O)c2cccc(NS(=O)(=O)c3ccccc3)c2)c1	?	5%	-6%	9%	7	2%	-0.1%	-22	-3	-2	4%
CCCCNc1nc2c(c(=O)n(Cc3ccccc3)c(=O)n2C)n1C	4%	-1%	.	-3%	0	7%	0.5%	30	3	6	.
CCO[C@H]1OC(C(=O)Nc2ccccc2)=C[C@@H](c2coc3ccccc3c2=O)[C@@H]1CCCO	3%	0%	0%	3%	-5	-2%	0.0%	-10	6	-21	2%
COc1cc2ccccc2cc1C(=O)NC(=S)Nc1cccc(C(=O)O)c1	?	2%	7%	-1%	-22	-12%	-0.9%	-13	8	?	-3%
COc1ccc(CCNC(=O)c2ccc(CNS(=O)(=O)c3cc(C)ccc3C)cc2)cc1OC	-8%	0%	1%	-10%	-16	-8%	-0.7%	-4	-1	-12	1%
C/C(=N\NC(=O)c1cccc(F)c1)c1cccc(NC(=O)c2ccc(F)cc2)c1	-4%	7%	-2%	-2%	-4	7%	-0.2%	16	0	-4	3%
COc1cc(NC(=O)C2CCN(c3cnccn3)CC2)cc(OC)c1	2%	0%	0%	1%	10	-2%	-0.3%	5	-4	0	.
CCN1CCN(c2ccc(S(=O)(=O)N3CCOCC3)cc2NC(=O)C(C)Oc2ccc(F)cc2)CC1 (configuration not stated)	3%	2%	.	-2%	-5	1%	-0.1%	0	.	4	.
Cc1ccc(NC(=O)NC2(C(=O)NCc3ccco3)CCCCC2)cc1	9%	-1%	-2%	.	12	2%	0.1%	-2	-4	11	-6%
O=C(NCCNC(=O)c1cc(Cl)ccc1Cl)c1cnccn1	4%	3%	2%	2%	-4	-2%	0.2%	-1	3	-9	-2%
CC1(C)CC(=O)C=C(Nc2ccccc2C#N)C1	6%	0%	5%	14%	4	4%	-0.2%	6	8	-6	-1%
Cc1cccc2cc(C#N)c(SCC(=O)NCc3cccs3)nc12	2%	1%	1%	7%	0	-6%	0.3%	-25	2	-7	2%
NCCc1c(C(=O)O)[nH]c2ccc([N+](=O)[O-])cc12	-1%	7%	0%	5%	-5	16%	0.1%	-8	-3	-12	1%
C=CCSc1n[nH]c(-c2ccc(OCCCC)cc2)n1	?	0%	-4%	-26%	15	-21%	0.3%	20	-4	1	1%
O=C(Cn1cc([N+](=O)[O-])ccc1=O)NCC(=O)Nc1ccc(F)c(F)c1F	6%	2%	.	0%	18	3%	-0.1%	-5	.	4	.
NC(=S)N/N=C1\CC(n2nnn(-c3cccc(Cl)c3)c2=S)C2COC1O2 (configuration not stated)	?	0%	1%	-6%	0	-2%	0.1%	-8	1	7	6%
O=C(Nc1ccccc1Cc1ccccc1)C1CC(=O)N(c2ccc3c(c2)OCCO3)C1 (configuration not stated)	-2%	2%	2%	-17%	-4	1%	0.0%	4	0	4	-6%
O=C(CNC(=O)c1ccco1)OCc1ccccc1F	?	3%	.	1%	27	-5%	-0.5%	-9	.	-3	.
Nc1c(C(=O)OCC(=O)Nc2ccc(Cl)cc2[N+](=O)[O-])[nH]c(=O)[nH]c1=O	7%	-4%	-1%	-1%	0	7%	0.2%	-10	3	-1	5%
COc1cc(OC)cc(C(=O)OCC(=O)Nc2ccc3[nH]c(=O)[nH]c3c2)c1	8%	-1%	.	3%	-18	1%	8.0%	14	.	5	.
COCCCN1C(=O)N(c2ccccc2)C(=O)C1CC(=O)Nc1ccc(F)cc1 (configuration not stated)	-5%	1%	2%	-28%	20	-5%	-0.1%	-3	0	4	.
COCCCn1nnnc1SCC(=O)N1CCCC1	0%	1%	-1%	3%	-11	18%	-0.2%	-2	1	1	2%
S=C(Nc1cccnc1)NC1CC2CCC1C2 (configuration not stated)	?	0%	-2%	-2%	33	-4%	-0.2%	28	.	-5	7%
O=C(NCC(c1ccccc1Cl)N1CCCC1)c1ccc(N2CCCC2=O)cc1 (configuration not stated)	-10%	4%	.	-3%	12	-9%	0.5%	3	.	-3	.
CCOC(=O)c1c(C)n(C)c2ccc(OCC(O)CNCCc3ccccc3)cc12 (configuration not stated)	-14%	-2%	-1%	7%	-14	4%	0.4%	-3	0	-1	.
COc1cc(/C=N/NC(=O)CCc2c(C)n[nH]c2C)ccc1O	-9%	0%	-2%	0%	-2	3%	0.3%	5	0	5	-1%
Cn1cnc2c1c(=O)n(CC(O)CO)c(=O)n2C (configuration not stated)	-1%	3%	0%	0%	0	7%	-0.6%	-13	4	0	2%
CN1/C(=C\C(=O)c2cccs2)Sc2ccccc21	?	-5%	-2%	-16%	14	-15%	-0.2%	-16	-16	9	-23%
COc1cccc(/C=C2\Oc3cc(OC(=O)N4CCOCC4)ccc3C2=O)c1	-13%	4%	4%	5%	9	6%	-0.5%	-4	1	-8	-5%
O=C1COc2ccc(-c3csc(NCCc4ccccc4)n3)cc2N1	?	-1%	5%	1%	-31	-11%	0.0%	7	-4	-8	2%
CCCC(=O)Nc1ccc(C(=O)N/N=C2\CC(=O)CC(C)(C)C2)cc1	.	.	-1%	0%	7	.	.	-3	7	8	-3%
